USP7 block = human USP7 deubiquitinase inhibition; Q93009; purified USP7, Ub-rhodamine cleavage fluorescence; inhibition, % at 20 µM; 0.3% of 47,000 active; AID 1645854
USP17 block = blocks human USP17 ubiquitin-rhodamine cleavage; A8MUK1; purified USP17, Ub-rhodamine cleavage fluorescence, 3 h; inhibition, % at 50 µM; 6.5% of 47,000 active; AID 1645855
OTUD3 inh = blocks human OTUD3 ubiquitin-rhodamine cleavage; purified OTUD3, Ub-rhodamine fluorescence, 2 h; inhibition, % at 25 µM; 0.7% of 47,000 active
Target sequence (Q5T2D3 whole entry, looked up): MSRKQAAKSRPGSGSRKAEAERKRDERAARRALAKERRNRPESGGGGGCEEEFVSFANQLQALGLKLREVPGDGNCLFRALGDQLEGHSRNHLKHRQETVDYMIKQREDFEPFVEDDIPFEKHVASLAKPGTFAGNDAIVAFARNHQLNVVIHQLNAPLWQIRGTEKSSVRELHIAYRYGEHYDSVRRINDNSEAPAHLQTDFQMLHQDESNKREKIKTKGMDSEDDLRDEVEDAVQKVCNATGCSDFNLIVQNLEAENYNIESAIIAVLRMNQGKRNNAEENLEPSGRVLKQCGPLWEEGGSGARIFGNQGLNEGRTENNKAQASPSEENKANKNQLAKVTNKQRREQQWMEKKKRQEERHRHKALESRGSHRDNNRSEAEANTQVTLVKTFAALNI
USP8 block = inhibitors of human USP8 deubiquitinase | P40818 | purified USP8, Ub-rhodamine cleavage fluorescence, 30 min | inhibition, % at 20 µM | 4.2% of 47,000 active | AID 1645853
USP10 inh = blocks human USP10 ubiquitin-rhodamine cleavage | Q14694 | purified USP10, Ub-rhodamine fluorescence, 60 min | inhibition, % at 20 µM | 1.1% of 47,000 active | AID 1645856
UCHL1 inh = inhibitors of human UCHL1 deubiquitinase; 0.2% of 47,000 active; AID 1645859; purified UCHL1, Ub-rhodamine cleavage fluorescence; inhibition, % at 20 µM; P09936
Target sequence (P09936 whole entry, looked up): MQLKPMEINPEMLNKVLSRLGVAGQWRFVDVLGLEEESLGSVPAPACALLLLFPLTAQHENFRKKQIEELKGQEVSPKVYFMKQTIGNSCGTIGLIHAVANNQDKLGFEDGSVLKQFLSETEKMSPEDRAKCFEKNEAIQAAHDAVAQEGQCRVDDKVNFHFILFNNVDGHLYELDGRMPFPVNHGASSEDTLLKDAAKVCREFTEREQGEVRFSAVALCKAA
USP28 block = inhibitors of human USP28 deubiquitinase; purified USP28, Ub-rhodamine cleavage fluorescence, 30 min; inhibition, % at 25 µM; 3% of 47,000 active; AID 1645857
USP30 inh = blocks human USP30 ubiquitin-rhodamine cleavage; Q70CQ3; inhibition, % at 25 µM; purified USP30, Ub-rhodamine cleavage fluorescence; 5.3% of 47,000 active; AID 1645860
Starred values were filed as active, the others as inactive; i = inactive; . = no result given. Rule as the data show it: active = inhibition above about 30%; inactive = the rest.

SMILES	USP7 block	USP17 block	OTUD3 inh	USP8 block	USP10 inh	UCHL1 inh	USP28 block	USP30 inh
O=C(CN1C=NC2=NS(=O)(=O)c3ccccc3N21)NCc1ccccc1F	5	5	6	16	12	4	13	29
Cc1ccccc1NC(=O)C1CCCCN1S(=O)(=O)c1ccc(F)cc1 (centres undefined)	-3	0	-1	5	3	1	0	3
CCCCn1cnc2c3cc(F)ccc3n(C)c2c1=O	-26	65*	0	15	4	0	22	65*
CC(=O)c1cccc(NC(=O)COc2ncnc3sccc23)c1	3	-41	-36	39*	-4	2	-32	-179
O=S(=O)(NC1CC1)c1ccc(-c2nc(-c3ccc(F)cc3)no2)o1	8	14	12	22	5	6	5	24
Cc1ccnc2nc(C(=O)N(CC3CCCO3)c3nc4ccccc4s3)nn12 (centres undefined)	-3	-12	1	-5	-4	0	-1	-24
CN1CCc2cc(C(CNC(=O)COc3ccccc3)N3CCCCC3)ccc21 (centres undefined)	1	.	-4	-4	1	-1	-13	-9
O=C(Nc1ccccc1C(F)(F)F)c1cc(C2CC2)on1	-40	11	11	-9	1	3	14	18
CC(C)CCNC(=O)CSc1nc(-c2cccc(Cl)c2)nc2cc(=O)[nH]n12	15	42*	25	19	25	9	18	25
Cc1ccc2c(c1)[C@]1(C(=O)N2)[C@@H]2C(=O)N(c3cccc(C(F)(F)F)c3)C(=O)[C@@H]2C2CCCN21 (some centres undefined)	-170	-178	-233	-228	-4	-154	-247	i
C=C1CCC2[C@](C)(CCC[C@]2(C)C(=O)OC)[C@H]1CCc1ccoc1CNC(C)C(=O)O (some centres undefined)	0	12	-13	23	-6	-5	-23	-63
Cc1ccc(NC(=O)N2C[C@H](c3nc(-c4ccncc4)no3)[C@@H](C)C2)cc1C	-8	-10	-6	-8	3	-7	-4	-2
O=c1c2ccccc2ncn1C1CCN(S(=O)(=O)c2cccc(F)c2)CC1	6	9	15	23	2	2	9	17
CCC1(C)NC(=O)[C@H](CCCCCC(=O)C2CO2)NC(=O)[C@H]2CCCN2C(=O)[C@H](Cc2ccccc2)NC1=O (some centres undefined)	-8	-15	-11	6	-1	-7	-4	-6
CCOc1ccc2[nH]c(=O)c(-c3nc4ccc(C)cn4c3NCc3ccccc3)cc2c1	15	49*	14	14	31*	5	32*	26
CN(C)C(=O)N1CCC2(CC1)CN(C(=O)c1ccc3[nH]ccc3c1)Cc1ccccc1O2	-11	-26	-13	-74	-6	-1	-15	-41
CCN1C(=O)COc2cc(-c3noc(C(=O)N4CCN(c5ccccc5)CC4)n3)ccc21	4	1	5	12	9	6	8	13
CNC(=O)NC(=O)C(Sc1nnnn1C1CC1)c1ccccc1 (centres undefined)	-1	2	-4	-3	-1	-1	-2	-6
COc1ccc(OC)c(C2CC(=O)Nc3n[nH]c(-c4ccccc4)c32)c1 (centres undefined)	-13	72*	9	0	1	0	10	36*
O=c1ncn(Cc2ccc3c(c2)OCO3)cc1-c1ncc(C(F)(F)F)cc1Cl	-3	51*	2	11	1	1	3	46*
O=c1cc(-c2cc3ccccc3oc2=O)c2ccc(O)cc2o1	-1	26	15	19	2	4	13	23
CN(Cc1ccccc1)C(=O)CSc1nc2ccccc2[nH]1	-16	-2	1	4	0	2	11	2
CC(C)C(=O)N1CCN2[C@H](C[C@@H](C(=O)N(C)C)[C@]23C(=O)Nc2ccccc23)C1	6	8	13	19	2	0	12	15
CCN(c1ccc(OC)cc1)S(=O)(=O)N1CCCC(C(=O)NCc2ccc(Cl)cc2)C1 (centres undefined)	-12	-8	2	-8	-3	1	0	-4
CCNc1nc(SCc2ccc(C)cc2)nc2c1CCCC2	5	18	11	14	9	7	27	39*
CCC(C)NC(=O)c1ccc2c(=O)n(C)c3nn(Cc4cccc(OC)c4)c(=O)n3c2c1 (centres undefined)	1	0	0	-4	-3	2	-2	0
COc1ccc(CNc2ncc(C(=O)NC3CCCCC3)c(C)n2)cc1	-1	-7	-9	-62	3	-6	-11	-30
COc1cccc(CC(=O)N2C[C@H]3C[C@H]4[C@](C2)(CN(C)S4(=O)=O)O3)c1	0	-5	-4	-29	0	-1	-5	-8
Cn1c(C(=O)Nc2ccc(F)cc2)c(N2CCCC2=O)c2cc(F)ccc21	4	4	12	0	0	4	10	23
COc1cc(NC(=O)Nc2ccc(-c3nnc(-c4ccccc4)o3)cc2)cc(OC)c1OC	2	9	-1	-14	-1	2	-4	0

14 compounds already listed, ordered by SMILES length, ascending:
SMILES	USP7 block	USP17 block	OTUD3 inh	USP8 block	USP10 inh	UCHL1 inh	USP28 block	USP30 inh
CCNc1nc(SCc2ccc(C)cc2)nc2c1CCCC2	5	18	11	14	9	7	27	39*
CN(Cc1ccccc1)C(=O)CSc1nc2ccccc2[nH]1	-16	-2	1	4	0	2	11	2
CNC(=O)NC(=O)C(Sc1nnnn1C1CC1)c1ccccc1 (centres undefined)	-1	2	-4	-3	-1	-1	-2	-6
O=c1cc(-c2cc3ccccc3oc2=O)c2ccc(O)cc2o1	-1	26	15	19	2	4	13	23
COc1ccc(CNc2ncc(C(=O)NC3CCCCC3)c(C)n2)cc1	-1	-7	-9	-62	3	-6	-11	-30
COc1ccc(OC)c(C2CC(=O)Nc3n[nH]c(-c4ccccc4)c32)c1 (centres undefined)	-13	72*	9	0	1	0	10	36*
O=c1ncn(Cc2ccc3c(c2)OCO3)cc1-c1ncc(C(F)(F)F)cc1Cl	-3	51*	2	11	1	1	3	46*
CCOc1ccc2[nH]c(=O)c(-c3nc4ccc(C)cn4c3NCc3ccccc3)cc2c1	15	49*	14	14	31*	5	32*	26
COc1cc(NC(=O)Nc2ccc(-c3nnc(-c4ccccc4)o3)cc2)cc(OC)c1OC	2	9	-1	-14	-1	2	-4	0
CCN(c1ccc(OC)cc1)S(=O)(=O)N1CCCC(C(=O)NCc2ccc(Cl)cc2)C1 (centres undefined)	-12	-8	2	-8	-3	1	0	-4
CN(C)C(=O)N1CCC2(CC1)CN(C(=O)c1ccc3[nH]ccc3c1)Cc1ccccc1O2	-11	-26	-13	-74	-6	-1	-15	-41
COc1cccc(CC(=O)N2C[C@H]3C[C@H]4[C@](C2)(CN(C)S4(=O)=O)O3)c1	0	-5	-4	-29	0	-1	-5	-8
CC(C)C(=O)N1CCN2[C@H](C[C@@H](C(=O)N(C)C)[C@]23C(=O)Nc2ccccc23)C1	6	8	13	19	2	0	12	15
CCC1(C)NC(=O)[C@H](CCCCCC(=O)C2CO2)NC(=O)[C@H]2CCCN2C(=O)[C@H](Cc2ccccc2)NC1=O (some centres undefined)	-8	-15	-11	6	-1	-7	-4	-6

(next part)
SMILES	USP7 block	USP17 block	OTUD3 inh	USP8 block	USP10 inh	UCHL1 inh	USP28 block	USP30 inh
Cc1[nH]c2ccccc2c1C(c1ccccn1)N1CCN(CCO)CC1 (centres undefined)	-6	-23	-4	-4	-6	-5	-7	-36
CCOc1ncccc1C(=O)Nc1ccnn1Cc1ccc(C)o1	1	0	9	1	0	1	2	-1
O=C(c1ccccc1F)N1CCC2(CC1)NC(=O)N(CCOc1ccccc1)C2=O	-3	5	9	18	1	3	9	23
CC(=O)Nc1nsc(N2CCC(C(=O)N3CCN(c4cccc(C)c4C)CC3)CC2)n1	-4	-23	-10	-65	-1	-1	-8	-3
Cc1nn2c(C3CCN(C(=O)c4ccccc4)C3)ccnc2c1Cn1cncn1 (centres undefined)	2	6	8	1	2	1	6	22
O=C(CSc1ccc2nnc(-c3ccccn3)n2n1)NCc1ccccc1	2	10	15	-2	0	-1	6	28
COc1ccc(NC(=O)COc2cccc3c2CCNC3=O)cc1OC	3	19	0	0	1	2	9	9
CCOC(=O)C1CCCN(C(=O)C2CCN(S(=O)(=O)c3cccs3)CC2)C1 (centres undefined)	-1	-1	-2	-53	-5	-6	0	-13
Cn1cc(C(=O)N[C@@H]2C[C@@H](Oc3cccc(F)c3)[C@H](O)[C@H]2N2CCCC2)cn1	2	-16	-12	-2	1	-1	-8	-24
O=S(=O)(c1ccc(NCc2ccccc2)c(S(=O)(=O)N2CCCCC2)c1)N1CCCCC1	3	-9	-1	-216	6	-1	-4	4

Compound profiles (already shown). Values in the order: USP7 block, USP17 block, OTUD3 inh, USP8 block, USP10 inh, UCHL1 inh, USP28 block, USP30 inh
Results for O=C(c1ccccc1F)N1CCC2(CC1)NC(=O)N(CCOc1ccccc1)C2=O : -3, 5, 9, 18, 1, 3, 9, 23
Results for Cc1[nH]c2ccccc2c1C(c1ccccn1)N1CCN(CCO)CC1 (centres undefined) : -6, -23, -4, -4, -6, -5, -7, -36

The results go on:
SMILES	USP7 block	USP17 block	OTUD3 inh	USP8 block	USP10 inh	UCHL1 inh	USP28 block	USP30 inh
Cc1ccc(N2CC(C(=O)Nc3cccc(-c4noc(C)n4)c3)CC2=O)cc1 (centres undefined)	16	11	-1	40*	25	0	-2	5
COc1ccc(Cn2c3c(c(=O)[nH]c2=O)CN(C2CCCCC2)CN3)cc1	-7	43*	27	18	19	18	9	47*
Cc1c(-c2ccccc2)oc2c(C(=O)OCC(=O)Nc3cc(S(=O)(=O)N4CCOCC4)ccc3Cl)cccc2c1=O	4	17	5	0	4	2	7	11
CC1(C)Cc2nc3ncn(Cc4ccc(Cl)cc4)c(=O)c3cc2CO1	-5	1	-2	-8	0	3	2	-51
CCN(c1nc2nc(C)cc(C)n2n1)S(=O)(=O)c1ccc(C)cc1	-5	-8	-7	0	-4	-4	0	-19
CC(Sc1nc2ccccc2[nH]1)C(=O)Nc1ccc2c(c1)OCCO2 (centres undefined)	3	-35	-14	-41	2	-1	28	-33
CC(=NCCCn1ccnc1)c1c(C)[nH]n(-c2nc3ccccc3s2)c1=O	0	-12	1	-130	-6	-4	6	2
CCn1nccc1-c1cc(C2CCCN(S(=O)(=O)N(C)C)C2)nc(C)n1 (centres undefined)	0	-6	-3	-10	-1	-1	-2	11
Cc1ccc(CNC(=O)C2CC(=O)N(c3ccc(OCC(=O)Nc4ccc(C)cc4C)cc3)C2)cc1 (centres undefined)	8	0	13	11	11	-5	-4	0
O=C(Cc1ccccc1F)N1CCC[C@H]1Cn1nnc(-c2cccnc2)n1	3	12	12	13	1	2	6	13
CC(=O)Nc1cc(C)nn1-c1ccc(NS(=O)(=O)c2ccc(C#N)cc2)cc1	4	6	12	1	3	2	3	15
O=C(c1ccccn1)N1CCc2[nH]nc(-c3ccc(F)cc3)c2C1	4	-2	4	-56	4	5	4	17

Screens from PubChem.
